SIAE inh – human SIAE inhibitors, primary screen, biochemical, fluorescence polarization, FP-Rh probe, 1536-well HTS; Sialate O-acetylesterase (Homo sapiens), Q9HAT2; SIAE FP-Rh probe binding; inhibition, % at 9.66 µM; actives 0.69% (n = 370,000); AID 1053197, 2014;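 active means inhibition above a cutoff: mean of compounds within the control limits plus 3 SD of those, cut at about 17% in these data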;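 further: 0% = plate median of compound wells and 100% = probe without SIAE protein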
HTRA1 inhibitor – HTRA1 serine protease inhibitors, primary screen, biochemical, fluorescence polarization, HTS | Q92743 | recombinant HTRA1, FP-rhodamine activity-based probe | inhibition, % at 5.96 µM | actives 0.5% (n = 340,000) | AID 504803, 2011; in the data active means inhibition above about 36%;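 further: 0% = enzyme with DMSO and 100% = wells lacking enzyme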
Target sequence (Q92743 whole entry, looked up): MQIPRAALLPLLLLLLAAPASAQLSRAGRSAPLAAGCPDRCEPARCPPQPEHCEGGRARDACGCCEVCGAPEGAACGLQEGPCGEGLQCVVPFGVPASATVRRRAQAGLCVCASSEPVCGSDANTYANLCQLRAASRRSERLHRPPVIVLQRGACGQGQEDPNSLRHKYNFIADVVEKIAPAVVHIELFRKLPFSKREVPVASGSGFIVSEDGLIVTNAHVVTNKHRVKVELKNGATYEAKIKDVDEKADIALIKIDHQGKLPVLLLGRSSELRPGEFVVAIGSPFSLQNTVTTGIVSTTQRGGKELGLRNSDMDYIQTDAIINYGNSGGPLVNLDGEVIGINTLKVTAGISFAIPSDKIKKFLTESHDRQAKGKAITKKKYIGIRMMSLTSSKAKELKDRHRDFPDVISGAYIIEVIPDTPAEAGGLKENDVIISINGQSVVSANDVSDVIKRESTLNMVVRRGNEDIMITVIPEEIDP
PG9 binder – binders of HIV-1 gp120 antibody PG9, primary screen, biochemical, TR-FRET; HIV-1 gp120 / PG9 antibody interaction; TR-FRET gp120-PG9 antibody binding; inhibition, % at 6.7 µM; actives 0.43% (n = 360,000); in the data active means inhibition above about 8.5%
LEDGF integ inh – blockers of LEDGF/p75-dependent integrase strand transfer – biochemical, TR-FRET, high throughput, primary screen; HIV-1 integrase (with human LEDGF/p75); TR-FRET IN-LEDGF/p75 DNA integration, Eu/Cy5; inhibition, % at 3.7 µM; actives 0.64% (n = 370,000);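 active means inhibition above the screen-wide mean plus 3 SD, cut at about 13% in these data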;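 further: signal is the Cy5 over europium emission ratio at 671 and 618 nm; 0% = plate median of compound wells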
rCAG binder – binders of r(CAG) RNA repeats, primary screen, biochemical, fluorescence; r(CAG) RNA repeat, TO-PRO-1 dye displacement fluorescence; inhibition, % at 3 µM; actives 1.3% (n = 370,000);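 active means inhibition above the plate cutoff, the mean of all test compounds on that plate plus 3 SD, cut at about 35% in these data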;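 further: 0% = DMSO alone and 100% = 100 µM mitoxantrone as full dye displacement; higher means more dye released from RNA so lower well fluorescence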
TDP2 absorb – human TDP2 enzyme inhibitors, primary screen, biochemical, epi absorbance, recombinant enzyme. Tyrosyl-DNA phosphodiesterase 2 (Homo sapiens), O95551. T5PNP hydrolysis, p-nitrophenol absorbance 415 nm. inhibition, % at 12.8 µM. actives 0.34% (n = 370,000). AID 720702, 2013;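 active means inhibition above the mean of all tested compounds plus 3 SD, set per campaign, cut at about 25% in these data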;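 further: 0% = DMSO with enzyme and 100% = buffer with substrate but no TDP2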
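Test system: human TDP2 enzyme; Input: 120 nM TDP2 per well; Buffer or medium: Mg2+-containing Tris-HCl buffer, pH 7.5; Reagent: 5 mM T5PNP; Dosing: 12.8 µM single point, 1% DMSO; Incubation: reaction 2 h, 37 °C; Detection: p-Nitrophenol epi absorbance; Read-out: % inhibition relative to enzyme-containing and enzyme-free wells; Replicates: single well per compound.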
Rev-erbA mod – modulators of Rev-erb alpha DNA binding, primary screen, biochemical, FITC-DNA, fluorescence polarization, uHTS. Nuclear receptor subfamily 1 group D member 1 (Homo sapiens), P20393. Rev-erbα–FITC-DNA binding, 90 min. activity, % at 10 µM. actives 0.79% (n = 370,000). AID 1259318, 2017;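 active means activity above about 14%, limit read from the data; passing the limit was not always enough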;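 further: 0% = DMSO wells with 35 nM protein and 100% = DMSO wells with 750 nM protein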
PRMT1 inh – PRMT1 methyltransferase inhibitors, primary screen, biochemical, fluorescence polarization. actives 1.3% (n = 370,000). AID 652257, 2013. inhibition, % at 2.79 µM. recombinant PRMT1, activity-based probe fluorescence polarization. Protein arginine N-methyltransferase 1 (Homo sapiens), Q99873;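 active means inhibition above about 21% made by adding two undisclosed values, limit read from the data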
ABHD4 inh – ABHD4 inhibitors, primary screen, biochemical, fluorescence polarization, mouse. purified mABHD4, FP-Rh probe fluorescence polarization. inhibition, % at 8.92 µM. actives 0.54% (n = 370,000). (Lyso)-N-acylphosphatidylethanolamine lipase (Mus musculus), Q8VD66;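 active means inhibition exceeding the mean over every tested compound plus 3 SD, cut at about 30% in these data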;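 further: 0% = plate median of compound wells and 100% = S159A mutant with DMSO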
Target sequence (Q8VD66 whole entry, looked up): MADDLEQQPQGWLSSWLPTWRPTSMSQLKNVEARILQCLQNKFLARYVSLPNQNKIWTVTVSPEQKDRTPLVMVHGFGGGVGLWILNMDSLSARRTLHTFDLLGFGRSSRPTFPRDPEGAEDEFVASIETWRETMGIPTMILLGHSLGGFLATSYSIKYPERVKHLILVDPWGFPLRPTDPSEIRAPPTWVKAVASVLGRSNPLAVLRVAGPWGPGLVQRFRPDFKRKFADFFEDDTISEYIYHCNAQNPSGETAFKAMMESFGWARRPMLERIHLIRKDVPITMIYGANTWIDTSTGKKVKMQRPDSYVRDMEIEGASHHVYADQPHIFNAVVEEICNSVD
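Material: mouse ABHD4 enzyme, wild type; Benchmarks: S159A mutant high control, sample median low control; Buffer or medium: HEPES pH 7.0, NaCl, Pluronic buffer; Signal: fluorescence polarization; Read-out: percent inhibition of probe binding, normalized to plate controls; Timing: pre-incubation 45 min, probe exposure 60 min, at 25 °C; Dosing: 8.92 µM, single dose.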
TCR CD3 inh – inhibitors of human TCR-CD3 interaction, primary screen, biochemical, fluorescence, TAMRA-labeled TCR probe; AID 651800, 2012; inhibition, % at 9.4 µM; actives 0.37% (n = 360,000); in the data active means inhibition above about 19%;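 further: recombinant mutant TCR 2C K166C tagged with TAMRA read by polarization; 0% = receptor in buffer alone and 100% = receptor with positive control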
* hit, by the source's call; nt = no result given; & = joins results of further samples. Only part of the results is shown (hit frequency here may not be typical).

SMILES	SIAE inh	HTRA1 inhibitor	PG9 binder	LEDGF integ inh	rCAG binder	TDP2 absorb	Rev-erbA mod	PRMT1 inh	ABHD4 inh	TCR CD3 inh
CC(=O)Nc1sc(NC(=O)c2ccco2)nc1-c1cccs1	1.7	0.0	-3.7	-0.3	3.4	11.5	-5.2	-0.4	1.1	6.1
CC(=O)c1cn(CCC(C)C)c(=O)[nH]c1=O	-3.6	4.2	-1.3	-3.1	-4.6	0.9	-1.1	-1.1	1.9	2.7
Cc1ccc(Sc2ncnc(N)c2[N+](=O)[O-])cc1	4.6	7.2	-1.2	4.2	-0.3	-1.6	-1.8	-0.6	2.8	-0.5
Cc1cc(Cl)c2oc(C(=O)NCCC3CCCCO3)c(C)c2c1 (configuration not stated)	6.2	-13.7	-4.0	1.6	-4.5	-0.7	-5.0	-0.9	1.7	1.2
CCc1nnc(NC(=O)c2sc3nc4cc(C)ccc4cc3c2N)s1	12.7	-6.1	-9.6	3.1	9.3	4.2	-1.9	-0.8	7.2	-1.6
CCc1ccc(C(=O)CSc2nnc(C3CC3)n2C2CC2)cc1	-2.8	-0.3	-3.0	2.5	-2.9	7.3	1.5	-0.5	-1.0	-3.3
Cc1cccc(/C(N)=N/OC(=O)CCCN2C(=O)c3ccccc3C2=O)c1	10.2	-3.3	0.3	-4.6	-4.3	1.8	3.5	-1.4	6.5	0.5
CCOC(=O)c1nnn(-c2nonc2N)c1CNc1ccccc1	3.7	-1.2	0.2	-0.9	0.1	7.7	1.4	-1.4	-2.6	-2.7
CCOC(=O)c1c(C)nc2cc(C)cc(C)n12	-1.4	-7.4	-1.0	-2.0	-2.9	-3.6	-3.2	1.4	0.9	-1.6
O=C(Nc1ccc2c3c(cccc13)CC2)c1ccccc1	-2.4	-3.1	-2.2	4.5	2.2	-14.2	0.1	-8.9	-10.2	-9.5
COCCNC(=O)C1(C)Cc2c(-c3cccc(NC(C)=O)c3)ccnc2O1 (configuration not stated)	1.2	nt	-1.1	0.4	-0.5	1.8	-1.7	0.7	1.7	-13.2
Cc1cc(C)c(S(=O)(=O)N2CCOC2CNC(=O)C(=O)NCCN2CCOCC2)c(C)c1 (configuration not stated)	4.2	-1.7	-0.3	0.5	-2.2	9.5	-5.5	-2.2	-1.1	5.8
O=C(NCCc1nc2ccccc2n1C/C=C/c1ccccc1)C1CCCCC1	-0.6	nt	nt	3.1	nt	-4.6	6.6	-2.1	-0.2	nt
O=C(CSc1n[nH]c(-c2ccccc2)n1)Nc1ccc(N2CCOCC2)cc1	-2.3	4.0	-2.6	2.0	0.3	-0.9	-2.1	-0.4	-0.1	4.1
C=CCn1cnc2c(c1=O)c1nc3ccccc3nc1n2/N=C/c1cc(OC)c(OC)c(OC)c1	-1.1	-17.6	1.4	1.1	6.1	6.1	5.8	-1.7	-6.9	2.5
COCC1CCN(C(=O)C2CCC(=O)N(Cc3cccc(C(F)(F)F)c3)C2)CC1 (configuration not stated)	13.0	0.6	0.1	0.7	-9.6	-12.8	3.5	-2.7	10.1	1.9
Cn1c(=O)c2[nH]c(CCCCc3nc4ccccc4[nH]3)nc2n(C)c1=O	-6.7	-0.5	0.2	0.4	0.2	7.0	-3.7	1.3	-1.0	7.2
COc1ccc(NC(=O)N2CCCc3cc(C)ccc32)c(OC)c1	12.2	0.8	-1.0	-2.4	-9.0	3.6	-1.4	0.6	2.4	0.9
COc1ccc2c(c1)C(=O)N1[C@H]3c4cc(OC)ccc4OC[C@@H]3[C@H](c3ccccc3)[C@]1(C)C(=O)N2	-15.8	-37.5	0.1	1.4	6.5	-7.2	3.5	-0.3	-51.8	2.9
Cc1csc(SCC(=O)Nc2nccs2)n1	7.1	4.0	1.4	3.5	-1.2	-14.0	1.8	5.1	-4.7	3.8

Reformatted bar-delimited: entries from further up.
molecule | SIAE inh | HTRA1 inhibitor | PG9 binder | LEDGF integ inh | rCAG binder | TDP2 absorb | Rev-erbA mod | PRMT1 inh | ABHD4 inh | TCR CD3 inh
COCC1CCN(C(=O)C2CCC(=O)N(Cc3cccc(C(F)(F)F)c3)C2)CC1 (configuration not stated) | 13.0 | 0.6 | 0.1 | 0.7 | -9.6 | -12.8 | 3.5 | -2.7 | 10.1 | 1.9
Cc1csc(SCC(=O)Nc2nccs2)n1 | 7.1 | 4.0 | 1.4 | 3.5 | -1.2 | -14.0 | 1.8 | 5.1 | -4.7 | 3.8

Carrying on.
SMILES	SIAE inh	HTRA1 inhibitor	PG9 binder	LEDGF integ inh	rCAG binder	TDP2 absorb	Rev-erbA mod	PRMT1 inh	ABHD4 inh	TCR CD3 inh
CCn1c(COc2cccc(C)c2)nnc1SCC(=O)Nc1cccc(C(=O)O)c1	-0.9	-1.6	-1.3	-1.9	-0.6	-0.1	-1.7	0.8	3.1	-0.4
O=C(NCCN1CCOCC1)C1CC(=O)N(c2ccc(F)c(Cl)c2)C1 (configuration not stated)	-7.7	7.3	2.0	0.5	-1.3	3.1	-3.0	-3.2	3.6	0.5
O=C(Nc1ccc(Cl)c(Cl)c1)N(CCCN1CCOCC1)Cc1cccnc1	-6.3	0.7	-2.4	1.8	7.5	5.5	0.6	-3.7	-4.1	-8.2
NC(=S)N=Nc1c(O)[nH]c2c(Cl)cc(Cl)cc12	5.4	3.1	-6.0	3.3	6.7	1.1	12.2	-2.2	15.1	2.6
O=C(Nc1ccncc1)c1ccccc1-c1ccccc1	-2.7	-1.5	-1.2	2.1	0.4	-3.4	-0.3	4.9	1.6	-4.0
Cc1ccc(/C=N/NC(=O)c2cc(-c3ccc(C)o3)[nH]n2)cc1	-7.4	-48.6	-0.9	2.7	1.2	2.5	-5.1	-5.0	-3.8	-3.4
O=C(Nn1cnnc1)c1cc(Cl)cc(Cl)c1	-0.7	0.8	-1.9	1.4	0.3	15.5	-7.6	0.1	-4.7	7.8
COc1cc(CN2CC(C)CC(C)C2)cc([N+](=O)[O-])c1O (configuration not stated)	-0.4	-12.0	-2.6	4.5	-1.3	-9.7	-1.9	-0.2	4.0	1.3
CCOc1ccc(N(CC(=O)N2CCN(c3ccccc3)CC2)S(=O)(=O)c2c(C)noc2C)cc1	2.4	1.2	-0.2	-5.5	0.2	-6.3	-0.3	2.6	0.0	0.4
Cc1c(C(=O)Nc2ccc3c(c2)OCCO3)sc2nc(-c3ccccc3)cn12	-29.9	-52.4	-0.5	-0.3	3.2	5.9	-5.9	3.0	-9.4	-3.0
O=C(NCCc1ccccc1)C(=O)NCC1CCCN1S(=O)(=O)c1ccccc1 (configuration not stated)	-6.7	-1.3	0.1	-2.3	-4.6	9.0	4.2	-3.0	-2.3	9.3
COC(=O)c1ccc(OC(=O)CCN2C(=O)C3CCCCC3C2=O)cc1 (configuration not stated)	0.1	2.6	-0.1	0.7	-4.2	5.3	-1.8	-0.7	0.9	-5.0
C=CCn1nnnc1SCC(=O)Nc1cccc(C(F)(F)F)c1	4.6	-4.4	-0.2	2.2	-3.3	-3.8	3.7	-0.3	-2.3	10.5
O=C(COc1ccccc1)Nc1nnc(-c2ccccc2)o1	8.2	0.0	-0.9	0.4	3.8	-0.6	1.7	5.9	2.6	-9.8
Cc1cccc(-c2nc(CCNC(=O)c3ccco3)cs2)c1	-1.4	-4.3	-0.5	1.5	2.0	-1.1	3.3	2.8	-3.0	-8.0
CCOc1ccc(CCNC(=O)Nc2ccccc2)cc1OCC	3.9	5.3	0.1	1.9	-6.4	-4.5	7.0	-5.4	3.4	1.9
O=C(NCC1COc2ccccc2O1)c1ccc(Cl)cc1 (configuration not stated)	-6.6	2.9	2.5	0.3	-1.6	5.1	5.9	1.1	-4.0	-6.3
CN(C)c1cccc(C(=O)N(C)C2CCCN(Cc3ccccc3F)C2)c1 (configuration not stated)	9.0	-0.2	-0.2	5.7	-8.8	-1.0	-0.5	-1.0	-3.5	4.2
Cc1cc(C)c(S(=O)(=O)Cc2ccccc2)c(OC(C)C)n1	1.6	-1.7	-1.6	3.2	-7.8	-12.7	-3.7	-6.0	-2.1	8.6
O=C(NCCCCNC(=O)c1ccccc1Br)c1ccccc1Br	5.2	nt	-0.6	1.1	-0.6	-3.5	4.1	-4.1	0.8	-1.4
CCOc1ccc(N(C(=O)c2ccc3c(c2)OCO3)C2C=CS(=O)(=O)C2)cc1 (configuration not stated)	10.5	-3.2	1.1	0.7	-4.9	15.6	2.4	-0.7	-8.3	7.6
CCC1CCCCN1CCCNC(=O)c1cn(C)c2ccc(S(=O)(=O)N(C)C3CCCCC3)cc2c1=O (configuration not stated)	-12.3	3.8	-3.9	6.3	0.6	-12.2	-3.2	-4.8	-5.0	-0.7
CC(=O)Nc1ccc(S(=O)(=O)Oc2ccc(/C=C3\SC(N)=NC3=O)cc2)cc1	-94.6	-38.7	-2.2	0.1	12.7	6.0	-3.5	-3.0	-71.7	8.2
CCn1cc(C(=O)N[C@@H](CCSC)C(=O)NCCO)c(=O)c2cc3c(cc21)OCO3	2.5	-0.2	-0.1	2.9	-2.6	4.3	-0.3	-4.7	0.8	9.9
N=c1c(S(=O)(=O)c2ccc(Cl)cc2)cc2c(=O)n3ccccc3nc2n1Cc1ccco1	-11.1	-15.6	1.5	8.0	36.2*	1.7	-4.1	15.8	20.9	2.0
CCOC(=O)[C@]12CCCCC/C=C\1N(Cc1ccc(OC)cc1)C(=O)[C@H]2CC(=O)N1CCSCC1	0.9	nt	nt	1.3	4.1	9.9	2.6	0.5	-5.6	nt
Cc1cccc2sc(N(CCCN(C)C)C(=O)CCS(=O)(=O)c3ccccc3)nc12	-0.2&3.5	0.7	1.6	-2.8&-1.4	-0.6&1.6	-1.4&-3.9	3.0&1.9	2.6&3.2	6.9&-0.1	9.2
Cc1nc2ccn(Cc3ccccc3)c(=O)c2cc1C(=O)N1CCN(c2ccc(F)cc2)CC1	2.1	-0.2	-4.2	9.2	-2.9	-7.1	-3.6	-0.8	-0.1	-3.0
Cc1ccc([C@@H]2CC=C(C(=O)O)[C@H](c3ccc(F)cc3)N2S(=O)(=O)c2ccccc2C)cc1	4.1	-13.4	-1.4	3.7	69.7*	-3.4	-4.5	-0.5	11.7	1.7
Cc1ccc(S(=O)(=O)NCc2ccc(C(=O)NCCc3ccc(S(N)(=O)=O)cc3)cc2)cc1	-15.4	-10.2	-1.9	8.7	6.8	-9.5	-9.3	-4.6	-28.0	-6.0

Screening data from PubChem BioAssay.
